Screening data from PubChem.
Gli-Sufu antag – Gli-Sufu pathway antagonism. 0.74% of 340,000 active. Sufu-KO-LIGHT fibroblasts, Gli luciferase reporter luminescence. inhibition, % at 5 µM;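 active = inhibition above about 55%, limit read from the data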;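 also: 0% = DMSO-treated cells and 100% = wells with medium but no cells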
SENP8 inh – blocks the human protease SENP8 | purified SENP8, Z-RLRGG-aminoluciferin cleavage, luminescence | Q96LD8 | 1.2% of 330,000 active | inhibition, % at 10 µM
Target sequence (Q96LD8 whole entry, looked up): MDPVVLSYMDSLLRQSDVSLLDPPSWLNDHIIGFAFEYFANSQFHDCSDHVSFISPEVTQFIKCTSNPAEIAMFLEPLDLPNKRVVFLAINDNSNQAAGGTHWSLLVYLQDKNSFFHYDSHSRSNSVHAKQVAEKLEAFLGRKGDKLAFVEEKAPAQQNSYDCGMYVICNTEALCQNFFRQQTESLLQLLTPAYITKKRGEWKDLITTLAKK
UBC13 inh – human UBC13 polyubiquitination inhibition; P61088; UBC13 polyubiquitin chain formation, TR-FRET; inhibition, % at 20 µM; 0.47% of 330,000 active; in the data active = inhibition above about 45%, passing the limit was not always enough
Target sequence (P61088 whole entry, looked up): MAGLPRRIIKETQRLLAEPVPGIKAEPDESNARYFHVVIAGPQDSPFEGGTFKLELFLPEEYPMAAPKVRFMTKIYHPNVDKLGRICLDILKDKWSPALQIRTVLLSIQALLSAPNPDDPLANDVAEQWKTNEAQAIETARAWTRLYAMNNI
Jurkat NFkB inh – lowers PMA/ionomycin-induced NF-kB signal in Jurkat cells; PMA/ionomycin-induced NF-kB luciferase reporter, luminescence; inhibition, % at 4 µM; 0.53% of 330,000 active
SENP7 inh – inhibitors of human SENP7 protease | inhibition, % at 5 µM | AID 434973 | Q9BQF6 | recombinant SENP7, Z-RLRGG-aminoluciferin luminescence, 40 min | 1.5% of 330,000 active;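 active = inhibition above about 50% at the single test dose, limit read from the data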;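 also: plate controls were DMSO with enzyme for no effect and no enzyme buffer wells for full effect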
Target sequence (Q9BQF6 706-1050 limits assumed): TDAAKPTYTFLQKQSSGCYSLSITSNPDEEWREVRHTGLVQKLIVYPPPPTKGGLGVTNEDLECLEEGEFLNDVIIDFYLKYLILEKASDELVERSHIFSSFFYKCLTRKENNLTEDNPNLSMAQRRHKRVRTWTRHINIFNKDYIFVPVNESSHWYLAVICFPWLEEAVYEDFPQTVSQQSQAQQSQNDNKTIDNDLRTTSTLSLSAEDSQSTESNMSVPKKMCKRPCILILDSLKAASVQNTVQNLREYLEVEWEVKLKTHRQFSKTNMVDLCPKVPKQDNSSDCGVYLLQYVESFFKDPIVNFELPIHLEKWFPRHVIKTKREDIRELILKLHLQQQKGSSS
Apaf1 inhib – human Apaf-1 inhibition; O14727; reconstituted apoptosome caspase-3 activity, DEVD-Rh110 fluorescence; inhibition, % at 20 µM; 0.71% of 330,000 active; AID 489030; active = inhibition of at least 40% at 20 µM;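 also: plate controls were DMSO wells for no effect and DEVD-CHO caspase inhibitor wells for full effect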
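Material: reconstituted apoptosome with Apaf-1, cytochrome c, caspase-9, procaspase-3, dATP. Technique: Rh110 fluorescence intensity. Buffer or medium: pH 7.5 Hepes buffer with CHAPS, BSA, DTT. Times: 30 min plus 50 min, RT.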
HKDC1 inhibitor – blocks human hexokinase HKDC1 activity; Q2TB90; recombinant HKDC1, G6PDH/diaphorase resazurin coupled fluorescence; inhibition, % at 20 µM; 0.16% of 340,000 active;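 active = inhibition above about 35% when tested at 20 µM, limit read from the data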;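 also: plate controls were DMSO wells with enzyme for no effect and DMSO wells lacking enzyme for full effect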
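Test system: Recombinant HKDC1 (HK5) hexokinase enzyme, produced in-house | Input: HKDC1 at 5 µg/mL | Buffer or medium: Tris pH 8.0 buffer with MgCl2, Tween-20, BSA, BME | Schedule: 90 min reaction incubation at room temperature, dark | Technique: Resazurin-to-resorufin fluorescence via G6PDH and diaphorase coupling, 525/613 nm | Controls: DMSO wells with and without enzyme mix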
697 NFkB inh – inhibitors of the PMA/ionomycin-induced NF-kB reporter in 697 B cells; inhibition, % at 4 µM; 697 B-cell NF-kB luciferase reporter, 16 h; 0.33% of 330,000 active; in the data active = inhibition above about 35%
* hit, by the source's call; . = no result given. Rule as the data show it, unless noted: active = inhibition above about 50%; inactive = the rest.

SMILES	Gli-Sufu antag	SENP8 inh	UBC13 inh	Jurkat NFkB inh	SENP7 inh	Apaf1 inhib	HKDC1 inhibitor	697 NFkB inh
COc1ccc(CCNC(=O)CCNC(=O)N2CC(=O)Nc3ccccc32)cc1OC	-6	-3	-1	8	-2	-2	-2	-10
N#C/C(=C\c1ccncc1)C(N)=O	3	-3	3	-10	1	14	-10	24
O=c1c(-c2ccccc2)c(O)c2cccc3c2n1CCC3	2	2	7	14	-1	6	6	3
S=C1N(c2ccccc2)CN(CCN2CCOCC2)CN1c1ccccc1	7	-3	8	5	-3	-6	-4	4
CCc1ccc(NC(=O)C2CCCN(S(=O)(=O)c3c(C)[nH]c(=O)[nH]c3=O)C2)cc1 (centres undefined)	6	0	3	-3	-8	-7	10	8
O=C(Cn1cc([N+](=O)[O-])ccc1=O)NC1CCCCC1	-3	-5	0	-4	1	-2	-8	-9
CC(C)C[C@@H](CO)N1CCN(Cc2cccnc2)CCC1=O	-6	0	-1	3	-3	-9	-1	24
CCOC(=O)c1[nH]cnc1C(=O)Nc1ccccc1	0	-1	-7	8	0	-10	8	12
COC(=O)C1=C(C)N(CCc2ccccc2)C(=O)C1(NS(=O)(=O)c1ccc(NC(C)=O)cc1)C(F)(F)F (centres undefined)	2	-11	-3	1	-10	2	-7	8
CCc1cc(=O)oc2c3c(cc(OCC(=O)NCCCC(=O)O)c12)OC(C)(C)CC3	0	-2	8	-56	-4	5	11	-23
O=C(Cc1ccccc1)N(c1ccc(F)cc1)C1C=CS(=O)(=O)C1 (centres undefined)	.	-2	5	18	1	-13	4	18
CC1CCN(c2c(NCc3ccc(C(=O)NCc4ccccc4)cc3)c(=O)c2=O)CC1	4	-5	0	2	11	-10	2	15
COc1ccc(CCNC(=O)c2cc(S(=O)(=O)N3CCCCC3)c[nH]2)cc1OC	-8	-1	8	4	-2	8	4	1
Cc1nc2ccccc2c(=O)n1NC(=O)c1ccc(C(C)(C)C)cc1	7	-2	39	10	-7	6	0	8
CCCCNS(=O)(=O)c1ccc(NS(=O)(=O)c2c(C)cc(C)cc2C)cc1	5	-10	9	2	-9	18	-6	13
O=[N+]([O-])c1cccc(/C=C/c2ccccn2)c1	-31	19	4	-38	33	-1	-2	-17
CC(CCc1ccccc1)NC(=O)CN1CCN(Cc2ccccc2)C1=O (centres undefined)	-7	2	9	8	8	-3	-6	-2
O=C(O)c1cnn2c(-c3ccccc3)ccnc12	4	11	-1	4	-4	-11	-5	11
Cn1c(=O)[nH]c(=O)c2c1nc(SCC(=O)O)n2CCc1ccccc1	-2	6	8	17	-3	-6	-6	4
COC(=O)Cc1c(C)c2ccc(O)c(CN3CCCC(C)C3)c2oc1=O (centres undefined)	3	-1	22	10	3	-7	1	15

By substructure, the compounds so far containing a nitro group on carbon.
SMILES	Gli-Sufu antag	SENP8 inh	UBC13 inh	Jurkat NFkB inh	SENP7 inh	Apaf1 inhib	HKDC1 inhibitor	697 NFkB inh
O=C(Cn1cc([N+](=O)[O-])ccc1=O)NC1CCCCC1	-3	-5	0	-4	1	-2	-8	-9
O=[N+]([O-])c1cccc(/C=C/c2ccccn2)c1	-31	19	4	-38	33	-1	-2	-17

More entries follow.
SMILES	Gli-Sufu antag	SENP8 inh	UBC13 inh	Jurkat NFkB inh	SENP7 inh	Apaf1 inhib	HKDC1 inhibitor	697 NFkB inh
CC(Oc1ccccc1)c1ccnc(N)n1 (centres undefined)	-2	-6	-2	-10	0	9	-7	-3
COc1ccc(NC(=O)c2cccc3ccccc23)cc1	-50	-4	-3	39	2	-6	1	-28
NC(=O)c1ccc(NC(=O)CN2CCOCC2)cc1	0	-6	-6	-3	-6	-1	-9	-17
CCOC(=O)C(Cc1ccccc1)(NC(C)=O)C(=O)OCC	1	-4	2	2	1	-18	16	-12
O=C1C2ON(c3ccccc3)C(c3ccncc3)C2C(=O)N1c1ccc(Br)cc1 (centres undefined)	6	5	-14	-13	3	8	4	13
CSCC[C@H](NC(=O)N1CCn2c1nc1ccccc12)C(=O)NCC1CCCO1 (some centres undefined)	-4	-6	9	-4	4	-5	-4	11
CCOC(=O)C1CCCN(C(=O)CSCc2ccccc2)C1 (centres undefined)	9	-1	1	-29	-7	4	-3	21
COc1cc(N)ccc1C(=O)O	-6	2	7	-8	-1	-5	-4	6
CCOC(=O)c1cnc(SC)nc1Oc1cccc(NS(=O)(=O)c2ccc(Cl)cc2)c1	4	-7	0	0	11	5	-2	-8
CCC(=O)C1CCCN(C(=O)c2ccc(OC3CCN(C(=O)c4cccnc4)CC3)cc2)C1 (centres undefined)	-2	0	-10	-2	8	-18	0	11

Among those listed so far, these contain two or more sulfur atoms:
SMILES	Gli-Sufu antag	SENP8 inh	UBC13 inh	Jurkat NFkB inh	SENP7 inh	Apaf1 inhib	HKDC1 inhibitor	697 NFkB inh
CCCCNS(=O)(=O)c1ccc(NS(=O)(=O)c2c(C)cc(C)cc2C)cc1	5	-10	9	2	-9	18	-6	13
CCOC(=O)c1cnc(SC)nc1Oc1cccc(NS(=O)(=O)c2ccc(Cl)cc2)c1	4	-7	0	0	11	5	-2	-8

Quoted from the listing:
Apaf1 inhib with `O=C1C2ON(c3ccccc3)C(c3ccncc3)C2C(=O)N1c1ccc(Br)cc1` (centres undefined) → 8
UBC13 inh with `CCOC(=O)c1[nH]cnc1C(=O)Nc1ccccc1` → -7
Apaf1 inhib with `CCOC(=O)C(Cc1ccccc1)(NC(C)=O)C(=O)OCC` → -18
SENP8 inh with `Cc1nc2ccccc2c(=O)n1NC(=O)c1ccc(C(C)(C)C)cc1` → -2

Additional records
SMILES	Gli-Sufu antag	SENP8 inh	UBC13 inh	Jurkat NFkB inh	SENP7 inh	Apaf1 inhib	HKDC1 inhibitor	697 NFkB inh
Cc1ccc(NC(=O)COC(=O)CN2C(=O)NC3(CCCC3)C2=O)cc1F	-1	-10	-5	0	-5	4	-3	5
CCC(c1nnc(SCC(=O)Nc2c(F)cccc2F)n1Cc1ccccc1)N(C)C (centres undefined)	0	3	3	-2	-9	-6	1	-22
O=C(O)c1ccc(Nc2nc3ccc(Cl)cc3[nH]2)cc1	-3	-6	2	9	2	-16	-1	0
O=C1c2ccccc2C(=O)N1CCCCSc1nc2ccccc2c(=O)n1CCCN1CCOCC1	19	1	14	6	4	16	5	6
COc1ccc2c(c1)CCC1=C2NC(=S)NC1c1ccc(N(C)C)cc1 (centres undefined)	1	4	9	-2	11	7	14	-8
CC1CN=C(N(C(=O)Nc2ccccc2)c2ccc(F)cc2)S1 (centres undefined)	3	0	4	7	3	-5	1	17
Nn1c(SCC(=O)NC2CCS(=O)(=O)C2)nnc1-c1cccs1 (centres undefined)	-4	6	-3	3	3	-26	3	7
CN(C)C(=O)CSc1n[nH]c(-c2ccco2)n1	-2	3	-1	-5	-1	-9	5	-4
Cc1ccc(-n2c(Cc3cccn3C)nnc2SCC(=O)Nc2cc(C)on2)cc1	-10	-4	-2	4	6	-1	-1	24
CCSc1nc2c(c(=O)[nH]c(=O)n2C)n1CC(O)COc1ccccc1C (centres undefined)	15	1	1	3	6	5	-8	-21
O=C(CSc1ncn(-c2ccccc2)n1)Nc1ccc2c(c1)OCO2	2	-5	-2	-7	4	3	9	4
CCc1ccc(NC(=O)C(=O)NCCN2CCN(S(=O)(=O)c3ccccc3)CC2)cc1	3	1	2	14	5	-4	1	3
COc1ccc(CCNC(=O)c2cc(CC(C)C)on2)cc1OC	1	-12	-4	-6	-11	10	0	-20
O=C(Nc1c2c(nn1-c1cccc(Cl)c1)CS(=O)(=O)C2)c1cccs1	-6	-11	-4	-7	-20	-7	-1	-20
[O-][N+]1=C2CCC/C(=N\O)C2=NC12CCCCC2	-2	-2	2	-15	10	-5	-4	9
CCOC1=NN(c2ccc(Cl)cc2)C(=O)/C1=C\N(C)C	-6	2	-8	-11	3	11	6	6
Cc1csc(NC(=O)c2ccco2)n1	20	-10	5	-23	-12	8	0	-28
COc1ccc(CN2CCN(Cc3ccco3)CC2)cc1OC	7	2	-1	12	-7	-5	-6	5
O=C(Nc1cccc(O)c1)c1ccccc1	-7	14	4	-16	0	-1	-8	-14
CCOC(=O)c1c(C)[nH]c(C(=O)/C(C#N)=C/c2ccc(OC)c(OC)c2)c1C	4	-1	-2	5	2	0	1	-7
COc1ccc(CSc2nc3ccccc3c(=O)[nH]2)cc1F	-8	-6	-2	-2	-5	6	6	6
O=C1c2ccccc2NC(c2ccccc2)N1CCCN1CCOCC1 (centres undefined)	0	-3	17	9	-2	-9	-5	11
CCCCC(=O)NC(=S)Nc1nnn(CCC)n1	2	2	4	1	12	-6	-3	1
CCOC(=O)c1c(C)[nH]c(C(=O)Nc2ccc(NC(C)=O)cc2)c1C	-3	0	2	1	-1	-10	1	23
COc1ccccc1N(CC(=O)NC(C)(C)C)C(=O)CCC(=O)Nc1ccccn1	-1	-4	2	3	1	-20	5	8
CC(=O)Nc1ccc(SCCN2CC[C@@H](C(C)(C)C)CCC2=O)cc1	-11	3	4	11	-2	5	-6	0
CCN(CC)S(=O)(=O)c1cc(Br)ccc1OC	-3	5	3	-2	-4	2	1	9
CCN(Cc1nc2cc(Cl)ccc2c(=O)[nH]1)C(=O)c1cccc(OCc2c(C)noc2C)c1	8	-13	-3	-14	-4	20	5	-1
COC(=O)/C(C#N)=C(/Nc1ccc(F)c(Cl)c1)C(F)(F)F	0	2	5	-1	6	-11	-3	9
O=C(N/N=C/C=C\c1cccc([N+](=O)[O-])c1)c1ccccn1	-17	-15	-27	-27	-6	5	0	-21
Cc1cc(C)n(-c2nc3ccccc3c3nc(C)nn23)n1	.	-17	7	2	-12	8	-3	-6
CCCCCC(=O)Nc1cc(S(=O)(=O)N2CCOCC2)ccc1N1CCCCC1	0	8	-1	13	0	11	-3	-2
CC(C)(C)OC(=O)CNC(=O)c1[nH]cnc1C(=O)N[C@@H](CCCCN)C(=O)OC(C)(C)C	-8	5	18	-1	9	15	3	5
CC(=O)c1cccc(NC(=O)c2onc(C)c2Cl)c1	-17	2	4	4	-5	-1	2	8
O=C1NC(=O)C(CC(=O)N(Cc2ccco2)C2(C(=O)NC3CCCC3)CCCCC2)N1 (centres undefined)	4	3	5	6	-6	-4	-2	-13
Cc1c(C(=O)O)cccc1-n1c(C)cc(/C=N/Nc2ccc([N+](=O)[O-])cn2)c1C	-6	-8	-90	-7	-2	-2	-3	10
Cc1cc(N)n(-c2ncnc3scc(-c4ccccc4)c23)n1	11	2	-4	-2	5	6	5	9
Cc1ccc(C)c(N2CCN(C(=S)NC3CCCCC3)CC2)c1	10	-1	4	24	6	-9	6	-20
O=C(Nc1ccc2c(c1)CCC2)C1CCN(c2ncccn2)CC1	0	-8	-8	-6	-4	10	-6	7
O=C(Nc1ccc(F)cc1)C1CC(=O)n2c(nc3ccccc32)N1 (centres undefined)	4	-4	-3	-2	-1	-9	-6	-6
CC(C)c1ccc(-n2cccc2/C=C2/C(=N)N3C=CSC3=NC2=O)cc1	1	-11	-28	-5	-7	18	-9	-18
CCCCn1c(N)c(N(CCOC)C(=O)c2ccc(S(=O)(=O)N3CCC(C)CC3)cc2)c(=O)[nH]c1=O	-6	0	0	5	-3	0	-6	21
O=C(COC(=O)c1cncc(Br)c1)Nc1nc(-c2ccc(F)cc2)cs1	-24	-9	18	-17	-2	-2	-3	-6
Cc1nc(C)c(C(=O)NCc2ccccc2Cl)o1	1	3	15	20	-6	-10	-10	-8
CCOc1cc(C(=S)N2CCC(O)CC2)ccc1OS(=O)(=O)c1ccc(Br)cc1	-6	-8	-3	-7	-2	7	-5	-30
CCOc1ccccc1N1CCN(Cc2cc3c(cc2[N+](=O)[O-])OCO3)CC1	19	-2	2	-2	0	-4	2	-7
CC(=O)c1ccc(N2CCN(C(=O)C3CCN(S(=O)(=O)c4cccs4)CC3)CC2)cc1	5	1	-3	7	4	6	-4	6
Clc1ccc(-c2nc(-c3ccccn3)no2)cc1Cl	-33	96*	0	-74	98*	-14	-5	-191
